SRC3 inh: human NCOA3 inhibition; 0.17% of 360,000 active; inhibition, % at 3.6 µM; AID 588352; HEK293 GAL4-SRC3 luciferase reporter, luminescence;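 active means inhibition above a per-campaign cutoff, the mean of all compounds plus 3 SD, cut at about 60% in these data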;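 further: 0% = DMSO-treated cells and 100% = gossypol-treated cells at 36 µM; higher means less SRC3-driven luciferase light from the GAL4 reporter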
TROY signal inh: TROY signaling inhibition. 0.98% of 360,000 active. inhibition, % at 10 µM. AID 1347056. Q293 LMP1-TROYcd NF-kB luciferase reporter, 4 h;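 active means compounds whose plate-normalised and pattern-corrected inhibition of the luciferase reporter signal at the single screening dose is 50% or more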
NR2F2 inh: inhibitors of human COUP-TFII (NR2F2). P24468. HEK293T NGFI-A luciferase reporter, luminescence. inhibition, % at 8.6 µM. 0.7% of 370,000 active. AID 686940;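 active means inhibition above a per-plate cutoff, mean inhibition of test wells between control levels plus 3 SD, cut at about 38% in these data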;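 further: cells cotransfected with COUP-TFII expression vector driving the NGFI-A reporter; 0% = median of COUP-TF2 test wells and 100% = reporter-only cells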
Target sequence (P24468 whole entry, looked up): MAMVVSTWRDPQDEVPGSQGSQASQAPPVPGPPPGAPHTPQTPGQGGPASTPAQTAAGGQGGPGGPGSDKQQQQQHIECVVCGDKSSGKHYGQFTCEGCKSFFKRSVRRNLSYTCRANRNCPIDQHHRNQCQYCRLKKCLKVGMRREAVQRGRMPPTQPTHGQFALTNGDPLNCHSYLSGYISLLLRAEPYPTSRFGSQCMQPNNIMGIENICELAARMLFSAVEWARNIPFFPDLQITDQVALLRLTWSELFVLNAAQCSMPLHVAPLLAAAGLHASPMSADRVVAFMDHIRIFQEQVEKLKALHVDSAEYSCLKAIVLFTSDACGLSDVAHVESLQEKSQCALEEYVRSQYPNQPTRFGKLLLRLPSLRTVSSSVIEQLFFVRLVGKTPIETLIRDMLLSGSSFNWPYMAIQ
SRC2 inh: human SRC2 (NCOA2) inhibition. inhibition, % at 9 µM. 0.17% of 370,000 active. AID 651957. HEK293 GAL4-SRC2 luciferase reporter, luminescence;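 active means inhibition above the mean inhibition of all tested compounds plus 3 SD, set per campaign, cut at about 52% in these data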;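 further: 0% = DMSO treated cells and 100% = cells given Gossypol at 36 µM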
TLR9-MyD88 block: inhibitors of human TLR9-MyD88 binding; CHO BLA complementation TLR9-MyD88, CCF4 FRET ratio; 0.21% of 340,000 active; inhibition, % at 4.98 µM;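 active means inhibition above the mean over all tested compounds plus 3 SD, cut at about 21% in these data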;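 further: 0% = DMSO only wells and 100% = clavulanate BLA inhibitor control wells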
LMP1 NFkB inh: inhibitors of Epstein-Barr LMP1-induced NF-kappaB reporter; LMP1-induced NF-kappaB luciferase reporter cells, luminescence; inhibition, % at 12.5 µM; 0.69% of 350,000 active; in the data active means inhibition above about 41%; inconclusive means no clear call, values can overlap the other calls;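 further: 0% = neutral control wells and 100% = reference inhibitor control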
TRAIL sens C8: caspase-8 TRAIL sensitization | NB7+C8 cells + TRAIL, ATPlite viability luminescence | inhibition (viability loss, TRAIL sensitization), % at 10 µM | 1% of 360,000 active | AID 624354;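 active means compounds causing at least 50% loss of cell viability in the single-dose screen, relative to plate controls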
LRH-1 inv ag: inverse agonists of human LRH-1 (NR5A2) | O00482 | HEK293T StAR-luciferase reporter, LRH-1 transfected, 24 h | inhibition, % at 3.6 µM | 0.13% of 360,000 active | AID 602396;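 active means inhibition above the mean inhibition of all tested compounds plus 3 SD, cut at about 73% in these data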;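 further: 0% = DMSO wells and 100% = reporter-only cells lacking LRH-1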
NCOA1 inh: inhibits human SRC1 coactivator; 0.12% of 360,000 active; inhibition, % at 3.6 µM; HEK293 GAL4-SRC1 luciferase reporter, luminescence; AID 588354;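 active means inhibition above the campaign mean plus 3 SD, with each screening campaign given its own cutoff, cut at about 60% in these data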;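 further: 0% = DMSO treated cells and 100% = gossypol at 36 µM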
NOD2-RIPK2 inh: blocks binding of human NOD2 to RIPK2; O43353; CHO BLA complementation NOD2-RIPK2, CCF4 ratio; inhibition, % at 4.98 µM; 0.38% of 360,000 active; in the data active means inhibition above about 21%;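 further: 0% = vehicle only and 100% = reference blocker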
Target sequence (O43353 whole entry, looked up): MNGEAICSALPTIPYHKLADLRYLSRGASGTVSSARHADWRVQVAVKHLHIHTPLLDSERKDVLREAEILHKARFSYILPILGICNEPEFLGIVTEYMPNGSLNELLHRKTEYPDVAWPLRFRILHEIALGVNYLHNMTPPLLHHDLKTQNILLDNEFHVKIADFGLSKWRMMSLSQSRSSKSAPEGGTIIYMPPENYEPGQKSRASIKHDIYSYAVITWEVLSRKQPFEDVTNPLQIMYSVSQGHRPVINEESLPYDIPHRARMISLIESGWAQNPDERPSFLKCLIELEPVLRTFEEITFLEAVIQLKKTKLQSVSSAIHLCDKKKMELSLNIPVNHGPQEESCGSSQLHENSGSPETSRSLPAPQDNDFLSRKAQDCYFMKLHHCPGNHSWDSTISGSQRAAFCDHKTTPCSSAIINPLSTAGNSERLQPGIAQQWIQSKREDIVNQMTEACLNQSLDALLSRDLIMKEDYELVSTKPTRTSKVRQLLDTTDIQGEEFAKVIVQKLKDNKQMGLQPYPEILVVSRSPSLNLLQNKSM
Vif imaging: HIV Vif inhibition | inhibition, % at 7.49 µM | HEK293T cells, Vif self-association by quenched fluorescence, imaging, 24 h | 0.35% of 340,000 active | AID 602346; in the data active means inhibition above about 50%, passing the limit was not always enough; inconclusive means no clear call, values can overlap the other calls; inactive means below about 31%; further: some results filed as inactive read as strong as hits
Starred values were filed as active, the others as inactive; u = inconclusive; x = not tested or not shown. These rows are one share of the data; the hit share may differ from the screen's.

SMILES	SRC3 inh	TROY signal inh	NR2F2 inh	SRC2 inh	TLR9-MyD88 block	LMP1 NFkB inh	TRAIL sens C8	LRH-1 inv ag	NCOA1 inh	NOD2-RIPK2 inh	Vif imaging
CCCCCCn1c(N2CCN(c3ccccc3)CC2)nc2c1c(=O)n(C)c(=O)n2C	3	11	7	20	-15	0	-2	-9	2	0	-28
OCCC1CN(Cc2ccc3ncccc3c2)CCN1Cc1ccccc1 (stereo not drawn)	10	16	3	-26	3	2	4	-6	4	11	3
COc1ccc(CC(=O)N2CCN(c3ccccc3)CC2)cc1	7	11	-2	-6	-3	-5	7	-9	1	0	-1
CS(=O)(=O)NCCNc1cc(Cl)ccc1[N+](=O)[O-]	-6	-17	-5	-44	-2	-1	12	2	-3	-7	25
Cc1ccc(NCc2n[nH]c(=S)n2-c2cccc(Cl)c2)cc1	12	-9	15	2	6	-3	-3	-4	12	-10	-7
Cn1c(C(=O)Nc2ccc(Cl)cc2)cc2cc(Cl)ccc21	-26	-13	-24	-8	-18	-6	8	18	-8	8	11
Cc1ccc(C(=O)N2CCN(c3ccc([N+](=O)[O-])c(N4CCOCC4)c3)CC2)cc1	7	-2	14	-15	-1	-14	5	35	-10	-4	-7
Cc1cc(S(=O)(=O)N(Cc2ccc(F)cc2)CC2CCCO2)ccc1-n1cnnn1 (stereo not drawn)	10	-2	17	19	-4	-2	-1	11	-2	-9	-1
CCc1nc(C)cn1S(=O)(=O)c1ccc(Br)cc1	-2	-17	7	-29	-9	1	-24	-21	-24	3	14
O=C(CN1CCN(c2ccccc2F)CC1)NCc1ccccc1	-2	22	5	-6	2	2	-6	10	5	-5	-3
COc1cc2c(cc1NC(=O)c1cccc([N+](=O)[O-])c1C)oc1ccccc12	5	0	x	x	9	-13	12	-21	3	-1	2
CC(=O)NC(c1ccco1)c1cc(Cl)c2ccc(Cl)nc2c1O (stereo not drawn)	-12	19	0	-12	1	-2	16	9	-9	1	1
CC(C)(C)OC(=O)N1CCC(C(=O)N2CCOCC2)CC1	2	-5	-11	-9	-10	-3	1	-3	15	-9	x
O=[N+]([O-])c1ccccc1CN1CCN(Cc2ccccn2)CC1	-5	11	7	17	-7	-5	-6	-12	0	-9	6
COc1ccc2sc3cccc(NCCN(C)C)c3c(=O)c2c1	23	-44	-5	-39	x	x	29	-13	6	-1	2
Cc1ccc(-c2cnc3c(c2)C(=O)N([C@H](C)CO)C[C@@H](C)[C@@H](CN(C)C(=O)Cc2ccccc2)O3)cc1	6	14	1	-1	3	3	-25	-18	0	-15	-1
COc1ccc(Cl)c(Cn2c(NCc3ccco3)nc3c2c(=O)n(C)c(=O)n3C)c1	-1	15	-3	-23	6	56*	-3	-8	1	-2	-2
COCCCNC(=O)CCCN1C(=O)c2cccnc2Sc2ccccc21	12	-1	6	-12	-7	-4	6	13	12	-3	20
C#CCNC(=O)[C@H](Cc1ccc(C(=O)c2ccccc2)cc1)NC(=O)OC(C)(C)C	16	6	8	-5	-4	4	-9	-33	6	-3	7
COc1ccc(CNCCCO)cc1OC	9	5	-6	-2	-1	-6	-10	4	5	1	-4
O=C(NC(=S)NC1CCS(=O)(=O)C1)c1ccccc1 (stereo not drawn)	8	12	3	-9	-16	5	-4	-4	-10	-4	1
CC(=O)NN1C(=O)/C(=C\c2ccc(C)cc2)SC1=S	-7	-48	1	-24	-1	-15	13	-15	-11	2	-2
COC(=O)c1c[nH]c2c1-c1cc(C(=O)OCc3ccccc3)n(S(=O)(=O)c3ccc(C)cc3)c1C(=O)C2=O	-8	57*	-3	-10	-7	1	70*	-1	8	-1	-4
CC(C)c1ccc(NC(=O)C2C3C=CC4(CN(Cc5cccnc5)C(=O)C24)O3)cc1 (stereo not drawn)	2	21	-4	-2	-4	2	-3	3	8	-3	-5
COc1ccc(SC[C@H](CC(C)C)N2CCN(CCc3ccccc3)CCC2=O)cc1	-15	-10	-5	-7	-6	4	23	-27	-6	-5	-19
Cc1cc(NC(=O)CCSc2ccccc2)no1	-2	-12	19	-14	-8	4	-1	-6	-43	-10	3
CC1(C)CC(=O)C=C(Nc2ccc(Br)cc2F)C1	1	3	-4	8	-2	-3	-9	-5	-6	1	3
CCCCCCCCN1C(=O)[C@H](CC(=O)NCCCOCCCC)C[C@@]2(C(=O)OC)CC(C)(C)CC=C12	x	x	2	-25	x	x	11	23	x	-1	x
CCOC(=O)c1sc(N2C(=O)C(O)=C(C(=O)c3ccco3)C2c2ccc([N+](=O)[O-])cc2)nc1C (stereo not drawn)	-19	-35	-15	-2	6	7	4	-3	-5	-7	-6
C#Cc1cccc(NC(=O)C2CCN(C(C)=O)CC2)c1	14	-9	5	-6	-5	2	-4	-27	6	-7	5
COC(=O)C(Cc1ccccc1)NC(=O)CNC(=O)c1sc2ccccc2c1Cl (stereo not drawn)	8	5	8	-19	-31	-2	-12	-2	-16	1	11
CC1=Nn2c(nnc2-c2cccs2)SC1	1	13	6	-19	5	0	-12	3	-2	-7	x
Cc1cccc(NC(=O)NCCN2C(=O)C3C4C=CC(C4)C3C2=O)c1 (stereo not drawn)	-11	3	16	-41	-2	3	1	2	-23	-17	-1
CN1CCN(CC(=O)N(C)c2nc(-c3ccccc3)cs2)CC1	-72	28	-54	-75	8	-6	10	-104	-93	-7	4
COc1cc(NC(=O)c2oc3ccccc3c2C)ccc1NC(=O)c1ccco1	-31	1	-13	-15	-2	9	45	-53	-24	5	0
CCOc1ccc(-c2noc(-c3ccncc3)n2)cc1OCC	-30	-17	-14	-8	0	-29	-3	-2	-38	-2	0
O=C(CSc1nnc(COc2ccc(Cl)cc2)o1)OC1CCCCC1	1	-19	-5	-41	-4	-18	-10	5	-22	3	19
Cc1ccc(OCCN2C(=O)C(=O)c3cccc(C)c32)cc1	7	-2	-7	-14	1	1	0	0	-46	-3	3
COc1cccc(CN2CCN(Cc3ccc(C#CC(C)(C)O)s3)CC2CCO)c1 (stereo not drawn)	11	13	5	15	-5	5	-1	4	2	-13	1
NC(=O)c1c(NC(=O)CSc2nnc(-c3ccco3)n2-c2ccccc2)sc2c1CCC2	2	4	6	-3	3	8	-3	10	-2	-6	x
CCOC(=O)c1sc(=NC(=O)c2ccc(S(=O)(=O)N(C)c3ccccc3)cc2)n(C)c1C	12	-20	9	14	2	7	2	-7	-4	7	x
O=C(O)c1ccc2cc(-c3ccccc3)[nH]c2c1	-3	40	28	8	-8	24	5	-73	-30	-6	11
O=C(NCc1cccnc1)c1nc(-c2ccccc2)n(-c2ccccc2)n1	-18	11	-4	-13	-4	-3	-11	-6	-10	-6	-3
Cc1ccc(CNC(=O)C2CCCN2S(=O)(=O)c2ccc3c(c2)C(C)(C)C(=O)N3C)cc1 (stereo not drawn)	-31	-15	13	-11	3	-1	-6	4	2	-2	-8
CCN(CC)CCCCNc1ncc2cc(-c3cc(OC)cc(OC)c3)c(NC(=O)NC(C)(C)C)nc2n1	5	5	16	-11	-13	30	26	16	22	-3	u
O=C(c1ccco1)N1CCN(C(=O)c2ccc(-c3ccccc3Cl)o2)CC1	-18	-2	-29	-57	-4	-24	3	-124	-59	0	-3
CCc1cccc(NC(=O)COC(=O)C2COc3ccccc3O2)c1 (stereo not drawn)	7	1	11	-13	4	-1	2	-12	-11	-3	-3
O=C(COC(=O)/C=C/c1ccc(OC(F)F)cc1)Nc1cccc(S(=O)(=O)N2CCOCC2)c1	6	6	-13	16	-22	3	-17	-16	0	-8	-8
CCOC(=O)c1ccc(S(=O)(=O)N2CCN(C3CC(=O)N(c4ccc(OC)cc4)C3=O)CC2)cc1 (stereo not drawn)	3	0	13	13	-3	-4	-6	-15	-4	-2	4
Cc1ccc(S(=O)(=O)NCC(=O)N(CC(=O)NCC2CCCO2)C2CCCC2)cc1 (stereo not drawn)	17	-11	-3	-18	-3	-6	7	10	-3	-2	6
CC(=O)NCCc1csc(-c2ccccc2)n1	-3	-27	-30	-51	-6	0	0	-16	-33	0	-1
COC(=O)C[C@H]1C=C[C@H](NC(=O)Nc2ccccc2)[C@@H](CO)O1	x	x	-16	-4	x	x	-16	9	x	-5	x
COc1ccc(CCCc2nc3ccccc3[nH]2)cc1	3	-9	-16	0	-2	2	-5	-7	-17	0	0
Cc1ccc(OCC(=O)Nc2ccc(-c3nnc(-c4ccco4)o3)cc2)cc1	-79	-46	-16	-77	10	-3	4	-58	-92	7	8
O=C(CN1C(=O)/C(=C/c2ccccc2Cl)SC1=S)NC1C=CS(=O)(=O)C1 (stereo not drawn)	2	-12	10	0	-15	-15	30	-7	-38	-6	-8
COc1ccccc1NC(=O)COC(=O)c1cc(C)oc1C	1	-18	20	5	-6	-4	1	-24	2	-7	15
CC(OC(=O)CCCN1C(=O)c2ccccc2C1=O)C(=O)Nc1ncc(Cl)cc1Cl (stereo not drawn)	-28	6	-11	-17	-2	-2	6	-3	-8	-7	17
O=C(NCC(c1cccs1)N1CCOCC1)c1cc(S(=O)(=O)N2CCOCC2)ccc1Cl (stereo not drawn)	-1	-2	4	-36	-7	-1	5	-5	6	-6	-2
CCO[C@H]1OC(C(=O)O)=C[C@@H](c2ccc3c(c2)OCO3)[C@@H]1CCCO	-8	-19	-7	6	-2	3	-6	7	-8	-8	-5
CCOC(=O)c1c(NC(=O)CN(CC)CC)sc2c1CCN(C(=O)OCC)C2	3	14	12	-13	1	8	9	26	1	7	x
The list continues.
SMILES	SRC3 inh	TROY signal inh	NR2F2 inh	SRC2 inh	TLR9-MyD88 block	LMP1 NFkB inh	TRAIL sens C8	LRH-1 inv ag	NCOA1 inh	NOD2-RIPK2 inh	Vif imaging
Cc1ccccc1OCc1csc(N)n1	-13	-41	-4	25	0	1	-11	-6	-2	2	-5
N#CCCN(CCC#N)C(=O)c1ccc(Cl)cc1	9	14	-15	4	-7	8	0	-10	-6	-6	-3
COc1ccccc1N1CCN(C(=O)Cc2ccc(Cl)cc2)CC1	-24	5	-19	-20	-3	-3	-4	0	-20	3	1
CC1=NCC(C)c2c1[nH]c1ccccc21 (stereo not drawn)	-2	75*	17	5	9	-3	1	-6	-1	0	0
CCOC(=O)CNc1nc(-c2ccncc2)nc2ccccc12	-23	-22	-6	-24	6	2	3	17	-7	4	6
Cc1cccc(NC(=O)CN(C)S(=O)(=O)c2cccc3nsnc23)c1C	-6	-5	12	16	-4	12	-4	-7	-4	-3	-3
CCNC(=O)CCSc1nnc(-c2ccco2)o1	5	-15	-12	-14	1	-7	9	10	14	-2	1
C[C@@H]1CN(S(=O)C(C)(C)C)[C@H](CCO)/C1=C\CCO (stereo partly drawn)	-16	0	11	-9	-3	6	0	0	6	8	x

3 structures from above, arranged by length of the SMILES, lowest first.
SMILES	SRC3 inh	TROY signal inh	NR2F2 inh	SRC2 inh	TLR9-MyD88 block	LMP1 NFkB inh	TRAIL sens C8	LRH-1 inv ag	NCOA1 inh	NOD2-RIPK2 inh	Vif imaging
Cc1ccccc1OCc1csc(N)n1	-13	-41	-4	25	0	1	-11	-6	-2	2	-5
N#CCCN(CCC#N)C(=O)c1ccc(Cl)cc1	9	14	-15	4	-7	8	0	-10	-6	-6	-3
Cc1cccc(NC(=O)CN(C)S(=O)(=O)c2cccc3nsnc23)c1C	-6	-5	12	16	-4	12	-4	-7	-4	-3	-3

Screening data from PubChem BioAssay.
